Screening results from PubChem.
Autophagy HCS = alters autophagy in cells | 190,000 tested, 0.98% active | AID 463193 | calls only at 10 µM (by protocol) | MEF GFP-LC3 puncta imaging; test concentration mostly 10 µM;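 active means percentage of spot-positive cells more than 3 SD above its plate mean, without a fluorescence outlier flag or 80% toxicity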;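 further: spot-positive cell cutoff set from DMSO-treated cells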
Yfh1-off respiration = mitochondrial function rescue without frataxin homolog – Friedreich's ataxia, plus single-dose screen, dose response (AID 1465) | 220,000 tested, 0.074% active | S. cerevisiae Yfh1-off respiration, WST-1 reduction, 72 h; higher fold induction means a stronger effect | one-dose fold induction at 50 µM; EC50 in µM for titrated hits;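 active means fold induction of absorbance versus untreated yeast above a set limit, then at least 30% activation at any dose in follow-up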;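 further: activators that raise dye reduction in frataxin-depleted yeast; strong numbers were not always called active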
MT stabilize HCS = stabilizes microtubules in HeLa cells. 200,000 tested, 0.83% active. AID 2205. % tubulin-high responders, % at 10 µM. HeLa tubulin immunostaining HCS, 24 h; share of cells brighter than vehicle mean+2SD;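 active means plate Z-score above 3 for both tubulin-high and condensed-nucleus cell shares, with cell loss under 80%, at 10 µM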;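 further: anti alpha tubulin signal scored within the nucleus-defined area of each cell; some results filed as inactive read as strong as hits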
Lipid droplet = hepatic lipid droplet formation modulation; inhibition, % at 6.5 µM; 240,000 tested, 0.4% active; AML12 mouse hepatocytes, oleate lipid droplets, BODIPY imaging;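 active means lipid droplet intensity inhibited by at least 50%, with more than 500 cells counted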
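Material – AML12 mouse liver cells · Also added – oleate loading, 100 µM · Compound dosing – 6.5 µM single-point dosing · Times – overnight treatment with compound plus oleate · Measured by – fluorescence imaging, 20x objective, two fields per well · Read-out – percent inhibition of filter-corrected integrated lipid droplet intensity per well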
Dynein cargo inh = blocks dynein driven cargo transport along microtubules; z-score, hits read low; 220,000 tested, 0.47% active; 3617.4 mouse cells, GR-EGFP nuclear translocation imaging; test concentration mostly 20 µM; stimulated with dexamethasone, 1 µM; active compounds read low;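 active means plate z-score of nuclear minus cytoplasmic receptor signal below a set negative limit, without overly bright fluorescence or cell loss, cut at about -3.5 in these data, passing the limit was not always enough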;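 further: z-score of nuclear minus cytoplasmic ring GR-EGFP intensity difference per well; some compounds called inactive have numbers as strong as hits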
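Buffer or medium: tetracycline-free induction medium containing charcoal-stripped FBS / Reagent: dexamethasone agonist, 1.0 µM final, for 30 min / Technique: automated 10x imaging of fixed Hoechst-stained cells / Times: induction 48 h, compound 1 h, agonist 30 min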
P. falciparum M17LAP = P. falciparum M17LAP inhibitors, primary screen, biochemical, fluorogenic H-Leu-NHMec substrate, 1536-well (AID 1619); recombinant M17LAP, H-Leu-NHMec fluorogenic kinetic assay; higher % means a stronger effect; inhibition, % at 30 µM, or IC50 in µM where a hit was titrated; 220,000 tested, 0.38% active;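 active means compound inhibiting the enzyme by more than half at any dose during confirmatory dose-response retesting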;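 further: plate controls were full reaction with DMSO carrier for no effect and no enzyme background for full effect; strong numbers were not always called active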
Ins promoter up = MIN6 insulin promoter up-regulation; MIN6 insulin promoter-GFP reporter, high-content imaging; active compounds read high; AID 1625; z-score at 5 µM; 190,000 tested, 0.3% active;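 active means z-score above 3 at 5 µM with at least 500 cells counted in the well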
M1AAP inhibition = malaria alanyl aminopeptidase activity blockers – biochemical, fluorogenic H-Leu-NHMec substrate, 1536-well (AID 1445); 220,000 tested, 0.42% active; one-dose inhibition, % at 30 µM; IC50 in µM for titrated hits; recombinant M1AAP, H-Leu-NHMec fluorogenic kinetic assay; higher % means a stronger effect;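 active means primary inhibition above the hit cutoff, then over 50% inhibition at one or more dose response concentrations, cut at about 23% in these data, passing the limit was not always enough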;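 further: plate controls were DMSO full reaction for no effect and no enzyme background for full effect; strong numbers were not always called active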
CSM14.1 death rescue = protection against thapsigargin-triggered cell killing – 384-well, CSM14.1, ATP luminescence, primary screen (AID 1222); cellular ATP content (survival), % at 20 µM; hits with a dose series show EC50 in µM; CSM14.1 thapsigargin-induced death rescue, ATP luminescence; higher % means a stronger effect; 190,000 tested, under 10 active;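 active means EC50 below 50 µM in the dose-response confirmation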;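 further: death triggered by thapsigargin at about 15 µM added after 2 h compound pretreatment; cell ATP read after overnight thapsigargin exposure of roughly 18 to 22 hours; normalized against plate controls of thapsigargin alone and 5% DMSO vehicle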
Dynein cargo inh cytoplasmic EGFP = further read-out of Dynein cargo inh, marked with its call; z-score; measured here: cytoplasmic GR-EGFP intensity; active compounds read high
Dynein cargo inh nuclear GR-EGFP = second read-out of Dynein cargo inh, no call of its own (marks repeat the call); z-score; measured here: nuclear GR-EGFP intensity;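 lower value marks the stronger effect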
Dynein cargo inh cell count = recorded beside Dynein cargo inh, whose call it bears; z-score; measured here: cell count per field
Ins promoter up cell count = further read-out of Ins promoter up, marked with its call; cell count; measured here: cytotoxicity, nuclei count;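 total cells summed across four imaged fields per well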
Lipid droplet cells 6.5 µM = recorded beside Lipid droplet, whose call it bears; cell count; measured here: cell count, cytotoxicity flag;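 cells counted across two imaged fields per well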
MT stabilize HCS Hoechst-high % = also measured in MT stabilize HCS; calls as there; % Hoechst-high responders; measured here: nuclear condensation Hoechst responders;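 share of cells brighter than vehicle mean plus two SD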
MT stabilize HCS cytotoxicity % = recorded beside MT stabilize HCS, whose call it bears; toxicity, %; measured here: cytotoxicity by cell density;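 0% = mean cell density of plate MIN control wells and 100% = no cells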
Autophagy HCS cell loss 18 h = also measured in Autophagy HCS; calls as there; toxicity, %; measured here: cell loss, nuclei count;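 cell loss after 18 h compound exposure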
* marks the source's active call; other numbers are inactive results; i = inactive; . = no result given.

SMILES	Autophagy HCS	Autophagy HCS cell loss 18 h	Yfh1-off respiration	MT stabilize HCS	MT stabilize HCS Hoechst-high %	MT stabilize HCS cytotoxicity %	Lipid droplet	Lipid droplet cells 6.5 µM	Dynein cargo inh	Dynein cargo inh cytoplasmic EGFP	Dynein cargo inh nuclear GR-EGFP	Dynein cargo inh cell count	P. falciparum M17LAP	Ins promoter up	Ins promoter up cell count	M1AAP inhibition	CSM14.1 death rescue
Cc1ccc(CNC(=O)COC(=O)[C@@H]2CC(O)CN2S(=O)(=O)c2ccc3c(c2)OCCO3)cc1 (some centres undefined)	i	-10	i	4.0	2.5	8.7	5	622	-0.21	-0.32	-0.18	0.71	19%	0.03	1316	10%	-2.3%
N#Cc1nc(-c2ccc(Cl)cc2)oc1N1CCCCC1	i	-15	i	4.7	2.3	7.3	.	.	-0.12	-0.23	0.3	0.15	3%	0.04	1483	8%	4.5%
CC(=O)NCCC1CCN(c2nc3nonc3nc2N(C)Cc2ccccc2)CC1	i	17	i	2.1	2.5	4.9	-30	656	-0.19	-0.26	-0.044	0.1	-5%	-0.98	1390	6%	-0.6%
CCn1c(CNC(=O)Cc2ccc(OC)cc2)n[nH]c1=S	i	4	.	4.4	1.4	5.1	16	746	-0.35	-0.13	-0.13	-0.0029	10%	0.56	1265	1%	0.2%
Nc1cccnc1Oc1ccc(F)cc1	.	.	i	.	.	.	-21	717	-0.18	-0.17	-0.19	0.51	1%	0.22	1339	5%	.
CC(=O)CCC(=O)c1ccc2ccccc2c1	i	-9	i	3.3	5.5	6.4	-6	621	0.46	-0.24	0.29	-0.65	-18%	0	1250	1%	-0.7%
CCc1nnc(NC(=O)c2csc3c2CCC(C)C3)s1 (centres undefined)	i	-9	i	1.3	2.4	3.5	19	739	-0.14	-0.13	-0.051	-0.79	-2%	0.11	1134	8%	1.3%
O=C(NC(=S)Nc1ccc(S(=O)(=O)Nc2nccs2)cc1)c1ccc(F)cc1	i	-40	i	3.2	3.2	5.7	0	643	-0.89	-0.22	-0.66	0.52	1%	.	.	16%	-4.5%
NS(=O)(=O)c1ccc(CCNC(=O)c2cncc(Br)c2)cc1	i	-7	i	6.5	1.8	2.8	.	.	1.3	-0.099	0.71	-1.9	-10%	0.12	1761	6%	-1.0%
Cc1ccc(C)c(N2CC(O)(c3cccs3)[N+]3=C2CCCC3)c1 (centres undefined)	i	11	i	2.2	2.8	5.3	0	664	-0.36	-0.15	-0.32	-0.92	-11%	.	.	15%	-1.0%
Cc1[nH]c2ccccc2c1C(C#N)(C#N)C1C(=O)c2ccccc2C1=O	.	.	i	.	.	.	-9	745	-2.9	0.5	-1.3	-0.13	0%	-0.52	921	13%	.
COc1ccc(CC(=O)N/N=C/c2ccc(-c3ccc(F)cc3)o2)cc1OC	.	.	i	.	.	.	0	742	0.4	-0.14	0.23	0.21	-4%	-0.14	1123	7%	.
CCS(=O)(=O)N1CCN(C(=O)C(c2ccccc2)c2ccccc2)CC1	i	0	i	1.1	0.9	8.4	.	.	0.27	-0.11	0.22	-1.5	-4%	0.82	934	0%	-1.9%
CC(C)CC(c1nnnn1C1CCCC1)N1CCN(c2ccccc2F)CC1 (centres undefined)	i	-2	i	2.6	2.1	7.4	-10	632	-0.095	-0.28	-0.71	-0.25	19%	0.9	1561	5%	1.2%
O=C(NCc1cccs1)c1ccccc1	i	-11	i	2.2	2.0	7.1	7	683	-0.77	-0.45	-0.1	0.32	3%	.	.	-2%	-0.8%
CCCn1nc(C(=O)NCc2ccc3c(c2)OCO3)c2ccccc2c1=O	i	-15	i	5.9	0.9	3.7	-10	677	0.032	-0.22	0.08	0.58	8%	-0.71	1253	9%	-16%
CC(=O)c1ccc(N2CCN(C(=O)Cn3c(=S)[nH]c4ncccc4c3=O)CC2)cc1	i	5	i	2.9	1.1	8.4	18	653	-0.13	0.15	-0.14	-0.59	2%	0.3	1136	-4%	-1.0%
O=C(Nc1ccc(CN2CCOCC2)cc1)c1ccc(N2CCCC2)c([N+](=O)[O-])c1	i	-23	i	1.7	1.2	9.0	8	669	-0.078	-0.2	0.1	0.11	3%	-0.56	1534	5%	1.9%
O=C(Nc1cccc(C(F)(F)F)c1)C1CCCN1S(=O)(=O)c1cccc2cccnc12 (centres undefined)	i	-5	i	4.6	2.4	10	.	.	-0.33	-0.22	0.12	0.42	-8%	.	.	0%	2.0%
CCCC(=O)Nc1nc2nc(C)cc(=O)n2[nH]1	i	-5	.	1.4	1.1	6.4	-3	742	-0.81	-0.2	-0.27	0.78	10%	0.84	816	-2%	10%

Ordered by length of the SMILES (largest number first): some entries from above
SMILES	Autophagy HCS	Autophagy HCS cell loss 18 h	Yfh1-off respiration	MT stabilize HCS	MT stabilize HCS Hoechst-high %	MT stabilize HCS cytotoxicity %	Lipid droplet	Lipid droplet cells 6.5 µM	Dynein cargo inh	Dynein cargo inh cytoplasmic EGFP	Dynein cargo inh nuclear GR-EGFP	Dynein cargo inh cell count	P. falciparum M17LAP	Ins promoter up	Ins promoter up cell count	M1AAP inhibition	CSM14.1 death rescue
COc1ccc(CC(=O)N/N=C/c2ccc(-c3ccc(F)cc3)o2)cc1OC	.	.	i	.	.	.	0	742	0.4	-0.14	0.23	0.21	-4%	-0.14	1123	7%	.
Cc1ccc(C)c(N2CC(O)(c3cccs3)[N+]3=C2CCCC3)c1 (centres undefined)	i	11	i	2.2	2.8	5.3	0	664	-0.36	-0.15	-0.32	-0.92	-11%	.	.	15%	-1.0%
Nc1cccnc1Oc1ccc(F)cc1	.	.	i	.	.	.	-21	717	-0.18	-0.17	-0.19	0.51	1%	0.22	1339	5%	.

(cont.)
SMILES	Autophagy HCS	Autophagy HCS cell loss 18 h	Yfh1-off respiration	MT stabilize HCS	MT stabilize HCS Hoechst-high %	MT stabilize HCS cytotoxicity %	Lipid droplet	Lipid droplet cells 6.5 µM	Dynein cargo inh	Dynein cargo inh cytoplasmic EGFP	Dynein cargo inh nuclear GR-EGFP	Dynein cargo inh cell count	P. falciparum M17LAP	Ins promoter up	Ins promoter up cell count	M1AAP inhibition	CSM14.1 death rescue
CCOC(=O)c1c(-c2ccccc2)csc1NC(=O)c1ccc(S(=O)(=O)N2CC(C)OC(C)C2)cc1 (centres undefined)	i	85	i	i	.	100	-4	637	1.9	0.49	0.81	-0.65	6%	0.58	1873	-5%	-2.4%
COc1cc2[nH]c(-c3cccc(F)c3)cc(=O)c2cc1OC	i	7	i	4.3	1.1	14	12	727	0.32	-0.32	0.47	0.75	-11%	0.45	1219	2%	3.5%
COCCCNC(=S)N1CCN(S(=O)(=O)c2ccc(OC)cc2)CC1	i	18	i	5.4	3.1	12	2	666	0.23	-0.27	0.18	-0.29	-4%	-0.19	1553	11%	-0.5%
C(=N\Nc1nc2ccccc2[nH]1)/c1ccc2c(c1)OCO2	i	26	i	3.0	1.0	0.7	10	717	1.4	-0.14	0.95	-1.2	-2%	-0.98	1280	-1%	.
CC(C)Oc1ccc2c3c(c(=O)oc2c1)CCC3	i	-13	i	2.5	1.6	1.7	.	.	-0.37	-0.2	-0.15	0.18	-3%	0.92	1222	3%	-1.4%
Cn1c(=O)n(CC(=O)OCc2ccccc2)c(=O)c2c1nc1n2CCCN1C1CCCCC1	i	-2	i	2.4	2.9	20	.	.	0.2	-0.28	0.46	0.86	.	.	.	.	.
COc1ccc(C2=NO[C@@H]3[C@@H]4C[C@@H]([C@H]5C(=O)N(C)C(=O)[C@@H]45)[C@H]23)cc1	i	17	i	2.2	1.5	3.1	16	595	0.01	-0.26	0.029	1.3	6%	0.07	978	-1%	-0.6%
Cc1cccc(Oc2ccc(Cl)cc2N)c1	i	-1	i	1.4	2.3	4.9	58*	720*	0.87	-0.26	0.026	0.58	11%	-0.28	1246	0%	-1.2%
N#Cc1ccccc1OCC(=O)Nc1c(C(=O)C2CC2)oc2ccccc12	i	-40	i	6.3	1.9	13	.	.	-0.76	0.41	-0.14	0.6	-5%	.	.	1%	-1.1%
Cc1ccccc1CN1CCN(CC(=O)NCCCN2CCN(c3ccc(F)cc3)CC2)C1=O	i	-4	i	4.4	2.2	12	.	.	-0.43	-0.36	0.076	0.43	10%	1.5	1493	5%	-0.6%
O=C(O)c1ccc(N2C(=O)/C(=C/C=C/c3ccccc3)SC2=S)cc1	i	6	i	1.1	1.4	7.3	-1	684	-1.1	-0.11	-0.46	1	10%	-0.51	1624	10%	2.6%
O=C(c1ccccc1)N1CCN(CC#Cc2ccccc2)CC1	i	-27	i	1.9	0.9	3.1	.	.	-0.65	-0.23	-0.54	0.25	8%	0.19	1147	-6%	2.4%
COc1ccc(C2SC[C@@H](C(=O)O)N2C(C)=O)cc1 (some centres undefined)	i	1	i	2.3	1.3	1.8	.	.	-0.63	-0.23	-0.56	0.43	-2%	-0.9	1459	1%	7.4%
CCNS(=O)(=O)c1ccc(C(=O)Nc2ccccc2)cc1	i	2	i	0.6	1.6	12	2	761	0.13	0.18	0.077	0.24	-2%	-0.32	912	2%	-1.9%
O=C(CC12CC3CC(CC(C3)C1)C2)N1CCCOC1	i	-10	i	3.7	1.7	10	.	.	0.23	-0.33	0.36	0.14	2%	-1.8	1091	0%	0.7%
CC(=O)n1cc([C@@H]2C=C(C(=O)N3CCN(Cc4ccc5c(c4)OCO5)CC3)O[C@H](OCCCCO)C2)c2ccccc21	i	4	i	5.9	1.7	12	-16	681	-0.019	-0.29	0.37	-0.32	-4%	2.1	1472	5%	7.2%
O=C(CNC(=O)c1ccccc1Br)N/N=C/c1ccccc1O	i	31	i	2.7	1.7	3.5	0	689	0.69	-0.27	-0.34	-0.19	-11%	-0.68	1202	-2%	0.2%
